Assay outcomes deposited in PubChem BioAssay by National Center for Advancing Translational Sciences (NCATS).
A549 tox: Nrf2 qHTS screen for inhibitors: counterscreen for cytotoxicity | A549 ARE-Fluc cells, CellTiter-Fluor viability, 18-24 h | Potency, µM (titrated, usually from 46 µM), without a hit: at the highest dose activity change, negative = cytotoxicity, hits mostly inhibitors | 0.16% of 390,000 active; also: potency is read from the fitted curve at half-maximal effect; % is scaled to controls: 0 for no effect and ±100 for the full control effect
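Cytotoxicity counterscreen: CellTiter-Fluor fluorescence was measured in A549 ARE_Fluc cells after 18-24 h of compound exposure in a concentration series. The subsequent BugLite luminescent read reports ARE-luciferase activity.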
HepG2 tox: qHTS for Inhibitors of TGF-b: Cytotox Counterscreen. 0.76% of 410,000 active. HepG2 CAGA-GFP viability, ATP luminescence, 18 h. Potency, µM (titrated, usually from 46.1 µM), for inactives: top-dose activity change, negative = cytotoxicity, hits mostly cytotoxic. AID 588856, 2011; also: potency is read from the fitted curve at half-maximal effect; some results filed as inactive show a strong effect at the top dose
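CellTiter-Glo luminescence gave cytotoxicity after 18 hours at 37 degrees C. The cells were HepG2 CAGA-GFP in 1% FBS DMEM, stimulated with 500 pg/mL TGF-beta after compound addition. %Activity was normalised to no-cell wells (complete cell-killing) and DMSO (no toxicity), and curves were fitted and classified.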
Nrf2 activator: qHTS of Nrf2 Activators; 0.31% of 410,000 active; AREc32 ARE-luciferase reporter (MCF7-derived line), luminescence, 24 h; AID 624171, 2012; Potency, µM (series often up to 46.1 µM), inactives show at the top dose activation, usual class: activators; also: potency is read from the fitted curve at half-maximal effect; % of control where 0% means no effect; nearly all actives have a fitted effect of over 65% in size
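ARE activation measured as luciferase luminescence (Steady-Glo, 30 min RT) in AREc32_Fluc cells after 24 hr compound exposure at 37 deg C, 5% CO2; cells seeded overnight at 1000/well in OPTI-MEM, 5% FBS.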
Nrf2 inh: Nrf2 qHTS screen for inhibitors; A549 ARE-Fluc reporter, luciferase luminescence, 18-24 h; Potency, µM (top dose mostly 46 µM), for the others: at the top dose activity change, negative = inhibition, actives largely listed as inhibitors; 2.1% of 360,000 active; AID 504444, 2011; also: potency is read from the fitted curve at half-maximal effect; % is scaled to controls: 0 for no effect and ±100 for the full control effect; nearly all actives have a fitted effect of over 60% in size
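Quantitative HTS in A549 cells stably bearing an antioxidant response element-firefly luciferase construct. Inhibition of Nrf2-driven transcription was scored by luminescence after 18-24 h of compound exposure at 37 °C.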
TGFb SMAD3 inh: qHTS for Inhibitors of TGF-b | HepG2 CAGA-GFP TGF-b/SMAD3 reporter, GFP fluorescence, 18 h; TGF-beta stimulated, 500 pg/mL final | Potency, µM (highest dose often 46.1 µM), without a hit: at the top dose activity, negative = inhibition, usual class: inhibitors | 1.2% of 410,000 active | AID 588855, 2011; also: potency is read from the fitted curve at half-maximal effect; % is scaled to controls: 0 for no effect and ±100 for the full control effect; nearly all actives have a fitted effect of over 65% in size
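Inhibition of TGF-beta-driven CAGA-GFP reporter expression in HEPG2 cells is measured by cellular GFP fluorescence after 18 h stimulation with 500 pg/mL recombinant TGF-beta in 1% FBS medium at 37 degrees C.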
CCT modulator: High-Throughput Screening for Modulators of Cytosolic Chaperonin Activity. purified chaperonin ATPase assay, HTRF ADP detection, 30 min. activity change, % (concentration not given with the values), hits read low. 0.3% of 360,000 active. AID 651819, 2012; in the data active = activity change below about -30%; also: % is scaled to controls: 0 for no effect and ±100 for the full control effect
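Enzyme 40 or 20 nM (batch-dependent) in Tris pH 7.4/KCl/MgCl2/DTT; cpd 76 uM single point; ATP 10 uM; 30 min 37 °C; Transcreener ADP HTRF detection, 30 min RT; ratio 665/615.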
Akt phos inh: HTS Assay for Inhibitors of Akt Phophorylation: Primary Screen; 0.32% of 360,000 active; Neuro2A IGF-stimulated pAkt S473 HTRF, 20 min; active compounds read low; activity change, % for hits at 50 µM; in the data active = activity change below about -80%; inconclusive = mostly about -51% to -80%; also: % is scaled to controls: 0 for no effect and ±100 for the full control effect
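Neuro2A cells in DMEM with 0.5% FBS, overnight at 37 deg C, given compound at single 50 µM final, then IGF (6 nM final) for 20 min at 37 deg C. Lysed; phospho-Akt Ser473 by HTRF after 24 h, 665/615 ratio.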
Mm-Cpn inhibitor: Inhibitors of TCP-1 ring complex (TRiC) of Methanococcus maripaludis (MmCpn): qHTS. Chaperonin Mm-Cpn (Methanococcus maripaludis). purified Mm-Cpn ATPase, ADP Transcreener TR-FRET. Potency, µM (titrated, usually from 76.9 µM), for the others: top-dose activity, negative = inhibition, actives largely listed as inhibitors. 0.031% of 330,000 active. AID 504842, 2011; also: potency is read from the fitted curve at half-maximal effect; % is scaled to controls: 0 for no effect and ±100 for the full control effect; nearly all actives have a fitted effect of over 80% in size
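TR-FRET (320 nm excitation; 590 and 665 nm emission) reports ADP made from 10 uM ATP by 25 nM enzyme; compounds were preincubated 10 min, reaction run 30 min, both at 37°C.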
ATXN viability: Viability Counterscreen for Primary qHTS for Inhibitors of ATXN expression | S2 cells (HEK-293 line with an ATXN2-luciferase reporter) viability, CellTiter-Fluor protease fluorescence, 24 h | Potency, µM (series often up to 56.7 µM), hits mostly cytotoxic | 0.49% of 400,000 active; also: potency is read from the fitted curve at half-maximal effect; nearly all actives have a fitted effect of over 40% in size
The depositor's hits bear a star; i = inactive; ? = inconclusive; nt = no result given; [ ] = dose if it differs, or a comment. Unless noted, calls follow the shape of the dose curve; as a rule, active = well fitted curve in the direction sought with a large enough effect; inconclusive = small, poorly fitted or top-dose-only effect, or another doubt; inactive = no such curve, though single readings can be large; an effect the other way counts as inactive or inconclusive. An excerpt; the hit share may differ from the screen's.

Under each structure: A549 tox, HepG2 tox, Nrf2 activator, Nrf2 inh, TGFb SMAD3 inh, CCT modulator, Akt phos inh, Mm-Cpn inhibitor, ATXN viability
- COc1ccc(C2=NCC(=O)N(CC(=O)NCc3ccco3)c3sc4c(c32)CCCC4)cc1OC
→ -7%, -11%, 0.4%, ?, -4%, 0.4, i, 0%, ?
- Cc1cc(C(=O)OCC(=O)Nc2ccc(F)cc2)c(C)n1C1CC1
→ -2%, -5%, -0.3%, -6%, 5%, -3.5, i, 0%, ?
- O=c1cccc2n1C[C@@H]1C[C@@H]2CN(CC(O)c2ccc([N+](=O)[O-])cc2)C1 (some centres not stated)
→ 0%, -2%, -0.2%, -3%, 3%, -0.9, i, 0%, i
- CC(C)c1ccc(NC(=O)Cn2c(=O)oc3cccnc32)cc1
→ -13%, -20%, 0.3%, -2%, 4%, -0.7, i, -19%, i
- O=c1[nH]c(=S)n(-c2ccc(Br)cc2)c(O)c1C=Nc1ccc(N2CCOCC2)cc1
→ -6%, -2%, -1.5%, 0%, 10%, -4.4, i, 0%, i
- CCOc1ccc(NC(=O)CN(c2ccc(Cl)cc2C)S(=O)(=O)c2ccccc2)cc1
→ -17%, -26%, 3.3%, ?, ?, nt, nt, nt, i
- CCOC(=O)CC(SP1(=S)OCC2(CC=CCC2)CO1)C(=O)OCC (configuration not stated)
→ 0%, 6%, 4.9%, -7%, -13%, -2.8, i, nt, i
- CCc1ccc(N2C(=O)CC(=O)NC2=O)cc1
→ -2%, 3%, -0.5%, -3%, 14%, -0.4, i, -1%, ?
- Cc1cccc(CNCCc2c[nH]c3ccccc23)c1
→ -1%, -84%, 5.0%, 0%, ?, -0.9, i, 1%, i
- CC(CC(C)(C)N1CC1)=NNC(=O)Nc1cccc2ccccc12
→ -11%, -5%, 0.7%, -19%, 0%, 1.8, i, nt, ?
- C/C=C1/CC(C)C(C)(O)C(=O)OCC2CCN3CCC(OC1=O)C23 (configuration not stated)
→ 1%, -3%, 0.4%, 11%, -18%, -0.8, i, 2%, i
- CCCCCN1C(=O)c2cc(OC)ccc2[C@@]2(C(=O)OCC)Cc3cc(Cl)ccc3[C@@H]12
→ nt, nt, -3.7%, nt, nt, 0.7, i, nt, 8.9µM*
- CN(C)S(=O)(=O)c1cccc(C(=O)N2CCC(C(=O)O)(c3ccccc3)CC2)c1
→ 0%, 0%, 0.1%, -9%, 5%, -0.2, i, -2%, i
- Cc1nn(Cc2ccccc2)c(C)c1C(=O)NCc1ccccc1
→ 0%, 1%, -0.1%, -6%, 35%[activator], -1.4, i, 3%, i
- COc1cc(/C=N/NC(=O)CN2CC(c3ccccc3)CC2=O)ccc1OC(=O)N(C)C (configuration not stated)
→ -3%, -11%, 0.4%, ?, 0%, 1.7, i, -1%, i
- COCC(=O)N1Cc2ccccc2-n2nncc2C1
→ 7%, 0%, -1.2%, 7%, -13%, -0.4, i, nt, i
- O=C1CN=C(c2ccc(Br)cc2)c2oc3ccccc3c2N1
→ -9%, -10%, 0.1%, -20%, -5%, -0.7, i, 1%, ?
- S=C1NCCN1
→ 0%, -35%, 1.4%, 12%, -15%, 1.4, i, 2%, i
- Nc1cccc(N=Cc2c(O)n(Cc3ccc(F)cc3)c(=O)[nH]c2=O)c1
→ -1%, -26%, 6.9%, -4%, 20%, -9.9, i, 0%, i
- FC(F)(F)c1cccc(-n2nnnc2C2(N3CCOCC3)CCCCC2)c1
→ 5%, 0%, 0.1%, nt, 16%, 0.7, i, 1%, i
- Cc1c(C(c2ccccc2Cl)c2c(O)c3ccccc3oc2=O)c(=O)n(-c2ccccc2)n1C (configuration not stated)
→ -16%, 1%, -0.7%, 14%, 5%, -2.2, i, 1%, i
- Nc1c(C(=O)NCCCc2ccccc2)c2nc3ccccc3nc2n1Cc1cccs1
→ ?, -20%, 2.3%, ?, 11%, -1.4, i, -3%, i
- O=P(c1ccccc1)(c1ccccc1)N1CCCCC1
→ 2%, -20%, 2.6%, 6%, 7%, -2.4, i, -2%, i
- CCOc1ccc(C2SCC(=O)Nc3c2c(=O)[nH]n3C2CCCCCC2)cc1 (configuration not stated)
→ -3%, 3%, -0.8%, -22%, -1%, 1.2, i, 0%, i
- CCOc1ccc(CCNC(=O)c2cc3c(-c4cccc(OC)c4)nn(C)c3s2)cc1OCC
→ -8%, -24%, -0.8%, 18µM*, -23%, nt, nt, nt, ?
- CC(C)(C)c1ccc(S(=O)(=O)Nc2ccc(O)c(Sc3nc4ccccc4s3)c2)cc1
→ 0%, -100%, -0.7%, 1%, ?, nt, nt, nt, i
- c1ccc2cc(CC3=NCCN3)ccc2c1
→ 7%, 1%, -0.7%, nt, 6%, -4.8, i, -1%, i
- COc1ccc(NC(=O)c2cn(CCC#N)nc2-c2ccc(OC)c(OC)c2)cc1
→ -5%, 7%, 0.3%, 6%, 10%, -1.0, i, 3%, i
- C[n+]1c(-c2ccccc2)cc(-c2ccc(Cl)cc2)cc1-c1ccccc1
→ -13%, -16%, 1.9%, -1%, -1%, -1.8, i, 3%, i
- c1ccc2c(c1)[IH]c1ccccc1-2
→ 9.2µM*, -47%, -3.3%, 0.23µM*, 4.5µM*, 1.1, i, nt, ?

Remaining list, next part
smiles	A549 tox	HepG2 tox	Nrf2 activator	Nrf2 inh	TGFb SMAD3 inh	CCT modulator	Akt phos inh	Mm-Cpn inhibitor	ATXN viability
O=C(Nc1ccc2ccccc2c1)c1nn(C23CC4CC(CC(C4)C2)C3)cc1Br	-23%	-6%	-0.6%	-6%	-3%	-0.3	i	-10%	i
Cc1ccc2nc(NC(=O)c3cccn(Cc4ccc(Cl)cc4)c3=O)sc2c1	-6%	-8%	-0.4%	nt	-1%	nt	nt	nt	i
CCCCC(CC)COC(=O)c1ccccc1C(=O)OCC(CC)CCCC (configuration not stated)	0%	-7%	-0.6%	0%	14%	-1.7	i	0%	i
COc1ccc([N+](=O)[O-])cc1N=Cc1c(O)n(CCc2ccccc2)c(=O)n(C(C)C)c1=O	-8%	-26%	0.5%	?	?	-4.5	i	0%	i
COc1ccc(N2C(=O)NC(=O)C(CCc3ccncc3)(CCc3ccncc3)C2=O)cc1	-6%	1%	-0.6%	8%	-2%	-1.9	i	-2%	i
C/C(=N\N=C(N)N)c1ccccc1	-10%	-18%	0.8%	?	-17%	1.1	i	1%	i
CC(=NCC1CCCO1)c1c(O)n(-c2ccccc2)c(=O)[nH]c1=O (configuration not stated)	-12%	17%	-0.7%	-15%	17%	2.5	i	0%	i
Cc1cccc(-n2c(O)c(C)c(=O)[nH]c2=S)c1	0%	3%	-0.8%	11%	-15%	1.0	i	-2%	i
CCCCCCC(=O)N/N=C/c1c(O)n(CCCC)c(=S)[nH]c1=O	-16%	14%	0.1%	21µM*	29%	-0.9	i	2%	i
COc1cccc(NC(=O)CN2CC(c3ccccc3)CC2=O)c1 (configuration not stated)	-1%	-5%	0.1%	-20%	1%	-0.9	i	1%	i
COC(=O)C1=C(c2ccc(F)cc2OCc2ccccc2)C[C@@H]2CC[C@H]1N2C(=O)NCc1ccccc1Cl	-16%	-15%	0.1%	5.2µM*	-7%	-0.2	i	-1%	i
O=C1CC(=O)N(c2cccc(Cl)c2)C(=O)N1	4%	2%	0.3%	9%	8%	-1.2	i	1%	i
NC(=O)c1ccsc1NC(=O)COC(=O)Cc1ccccc1	15%	1%	-0.3%	8%	-2%	0.0	i	-24%	i
Cc1c(C(=O)N2CCOCC2)sc2nc(-c3ccccc3)cn12	9%	8%	0.7%	?	8%	0.7	i	1%	i
COc1ccc(-n2c(-c3ccc(C)cc3)nc3ccccc3c2=O)cc1	-15%	-2%	-0.2%	2%	16%	0.6	i	-1%	i

Some of the entries above, set out differently.
mol: C/C(=N\N=C(N)N)c1ccccc1
- A549 tox: -10%
- HepG2 tox: -18%
- Nrf2 activator: 0.8%
- Nrf2 inh: ?
- TGFb SMAD3 inh: -17%
- CCT modulator: 1.1
- Akt phos inh: i
- Mm-Cpn inhibitor: 1%
- ATXN viability: i
mol: CC(=NCC1CCCO1)c1c(O)n(-c2ccccc2)c(=O)[nH]c1=O (configuration not stated)
- A549 tox: -12%
- HepG2 tox: 17%
- Nrf2 activator: -0.7%
- Nrf2 inh: -15%
- TGFb SMAD3 inh: 17%
- CCT modulator: 2.5
- Akt phos inh: i
- Mm-Cpn inhibitor: 0%
- ATXN viability: i
mol: Cc1cccc(-n2c(O)c(C)c(=O)[nH]c2=S)c1
- A549 tox: 0%
- HepG2 tox: 3%
- Nrf2 activator: -0.8%
- Nrf2 inh: 11%
- TGFb SMAD3 inh: -15%
- CCT modulator: 1.0
- Akt phos inh: i
- Mm-Cpn inhibitor: -2%
- ATXN viability: i
mol: CCCCCCC(=O)N/N=C/c1c(O)n(CCCC)c(=S)[nH]c1=O
- A549 tox: -16%
- HepG2 tox: 14%
- Nrf2 activator: 0.1%
- Nrf2 inh: 21µM*
- TGFb SMAD3 inh: 29%
- CCT modulator: -0.9
- Akt phos inh: i
- Mm-Cpn inhibitor: 2%
- ATXN viability: i
